# KOR beta-arrestin-1: kappa opioid receptor activators – cell-based, luminescence, uHTS, primary screen (AID 1777); KOR beta-arrestin recruitment, luminescence; higher % means a stronger effect; one-dose activation, % at 10 µM; EC50 in µM for titrated hits; actives 0.02% (n = 280,000); in the data active = activation above about 50%, passing the limit was not always enough; note: a part of the inactive calls stands beside numbers as strong as those of hits
# NS5 inhibitors: flavivirus cap methylation enzyme inhibition – biochemical, confirmation dose response, primary screen (AID 588689). Dengue-2 NS5 methyltransferase capping enzyme assay, biochemical; higher % means a stronger effect. one-dose inhibition, % at 25 µM; IC50 in µM for titrated hits. actives 0.3% (n = 340,000); in the data active = a potency from the dose series; inconclusive = inhibition above about 29% without an active follow-up result
# GPR55 activation: GPR55 agonists via beta-arrestin recruitment, primary screen, imaging, U2OS cells, beta-arrestin-GFP redistribution (AID 1961). actives 0.048% (n = 290,000). activation, % at 10 µM, or EC50 in µM where a hit was titrated. U2OS GPR55 beta-arrestin-GFP redistribution imaging; higher % means a stronger effect;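 active = activation above 40% with more than 50 cells counted in the well; inconclusive = wells holding fewer than 50 cells, flagged as toxic or sparse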;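 note: U2OS osteosarcoma cells stably expressing GPR55 and beta-arrestin-GFP; plate controls were DMSO negative control for no effect and LPI positive control for full effect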
# KOR beta-arrestin-2: KOR antagonists, beta-arrestin recruitment, cell-based, luminescence, uHTS (AID 1778); KOR beta-arrestin recruitment, luminescence, antagonist mode; higher % means a stronger effect; one-dose inhibition, % at 10 µM; IC50 in µM for titrated hits; actives 0.091% (n = 290,000); in the data active = inhibition above about 50%; note: strong numbers were not always called active
# West Nile virus CPE: inhibition of WNV-induced cytopathic effect – cell-based, CPE readout (AID 1621) | West Nile virus-infected cells, CPE inhibition; higher % means a stronger effect | CPE inhibition, % at 10 µM; hits with a dose series show IC50 in µM | actives 0.02% (n = 290,000); in the data active = a potency from the dose series; inconclusive = CPE inhibition mostly from about 3.7% at the one dose, without a potency; inactive = the rest, 99 in 100 with CPE inhibition below about 2.2%; note: strong numbers were not always called active
# GPR55 antagonists: inhibition of LPI-stimulated GPR55 beta-arrestin translocation – imaging, U2OS, beta-arrestin-GFP, LPI agonist, primary screen (AID 2013). inhibition, % at 10 µM; hits with a dose series show IC50 in µM. actives 0.13% (n = 290,000). U2OS GPR55 beta-arrestin-GFP translocation imaging, LPI antagonism; higher % means a stronger effect;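 active = spots per cell inhibited over 60%, with over 100 cells counted and total cytoplasm intensity under 500,000; inconclusive = wells with under 100 cells, flagged as likely toxic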;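 note: U2OS cells stably carrying GPR55 and arrestin-GFP stimulated by 5 µM LPI near EC80; imaged beta-arrestin-GFP aggregate spots per cell after agonist stimulation; plate controls were LPI-stimulated DMSO wells for no effect and DMSO wells without LPI for full effect; some results filed as inactive read as strong as hits; confirmed hits need IC50 under 10 µM and bright autofluorescent wells are also inconclusive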
# GPR35 antagonists: GPR35 antagonists blocking zaprinast-driven arrestin recruitment, primary screen, imaging, U2OS, beta-arrestin-GFP, zaprinast agonist (AID 2058). U2OS GPR35 beta-arrestin-GFP translocation imaging, zaprinast antagonism; higher % means a stronger effect. actives 0.052% (n = 290,000). one-dose inhibition, % at 10 µM; IC50 in µM for titrated hits;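 active = inhibition of at least 50% with at least 30 cells and total cytoplasm GFP at most 10,000,000; inconclusive = under 30 cells or total GFP of 10,000,000 plus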
# NOD1 inhibition: NOD1 signaling inhibitors, primary screen, cell-based, luminescence, uHTS (AID 1578). NOD1-driven NF-kB luciferase reporter cells, luminescence; higher % means a stronger effect. inhibition, % at 4 µM; hits with a dose series show EC50 in µM. actives 1% (n = 290,000); in the data active = inhibition mostly above about 36%, no sharp cut-off; inactive = mostly below about 34%;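 note: HEK-293T reporter cells stimulated with the NOD1 agonist gamma-tri-DAP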
# HIV peptide binding: inhibitors of HIV fusion peptide binding, primary screen, biochemical, uHTS, fluorescence dequenching (AID 1986); actives 0.3% (n = 290,000); inhibition, % at 20 µM; hits with a dose series show IC50 in µM; cell-free peptide binding, fluorescence dequenching, 30 min; higher % means a stronger effect; in the data active = inhibition mostly above about 52%, no sharp cut-off; inactive = mostly below about 76%; note: some results filed as inactive read as strong as hits
# NS5 inhibitors pilot replicate: second read-out of NS5 inhibitors, no call of its own (marks repeat the call); inhibition, %; measured here: pilot screen replicate inhibition
# An asterisk follows results filed as active; ? = inconclusive; nt = not tested or not shown; [ ] = remark or other dose. An excerpt; the hit share may differ from the screen's.
SMILES,KOR beta-arrestin-1,NS5 inhibitors,GPR55 activation,KOR beta-arrestin-2,West Nile virus CPE,GPR55 antagonists,GPR35 antagonists,NOD1 inhibition,HIV peptide binding,others
CCCOc1ccccc1NC(=O)Nc1ccccc1Cl,0.7%,-9%,0.2%,-16%,-0.8%,4%,-8%,-23%,1.5%,
O=C(c1ccccc1Cl)N1CCN(S(=O)(=O)N2CCCCC2)CC1,-1.8%,0%,-0.2%,0%,0.1%,4%,17%,2%,-0.6%,
CC(=O)N(CCCCl)C(C#N)c1ccccc1 (stereo unspecified),0.8%,-2%,-0.2%,14%,0.6%,4%,5%,-12%,-2.2%,
CCOc1ccc(-c2c(C(=O)N/N=C/c3c[nH]c4ccccc34)nnn2-c2nonc2N)cc1,5.0%,7%,-0.2%,-2%,0.7%,-5%,4%,6%,-1.2%,
Cc1ccccc1-c1nnc(NC(=O)CSc2nc3ccccc3s2)s1,2.9%,1%,0.2%,-14%,0.1%,9%,2%,-26%,-0.1%,
Cc1ccc(NC(=O)CN(C)S(=O)(=O)c2cccc3nsnc23)cc1Cl,-0.5%,-5%,-0.2%,-7%,-0.5%,8%,-8%,1%,-0.3%,
NC(=O)N1CCN(C(=O)c2ccco2)CC1,0.6%,-8%,-0.2%,-41%,-0.1%,-4%,-10%,-7%,-1.2%,
O=C(Cn1c(=O)c2cccn2c2ccc(F)cc21)N1CCN(c2ccc(F)cc2)CC1,1.4%,3%,0.0%,-27%,-0.6%,11%,-6%,-16%,1.1%,
O=C(N/N=C/C=C/c1ccccc1)NC1CCCCC1,4.5%,-10%,-0.2%,8%,-1.0%,3%,-1%,-46%,1.3%,
NC(=O)c1ccc(Nc2ccc3nonc3c2[N+](=O)[O-])cc1,-6.4%,-4%,0.3%,10%,0.0%,0%,11%,-12%,-1.5%,
CSc1ccc(CCNC(=O)CCc2nnc3ccc(N4CCCC4)nn23)cc1,-3.6%,-4%,-0.1%,-45%[20 µM],-0.4%,-1%,-11%,2%,-0.1%,
O=C(CCSc1ccccc1)NCC1CCCO1 (stereo unspecified),-1.8%,-6%,-0.1%,28%,0.4%,-1%,9%,-14%,-0.1%,
O=C(COc1ccc2ccccc2c1)NNC(=O)c1cnccn1,-7.4%,2%,1.7%,20%,0.2%,7%,-5%,7%,0.6%,
COc1cccc2c(=O)c3cccc(N)c3[nH]c12,0.3%,6%,-0.5%,-16%,-0.1%,1%,-5%,-35%,29%,
O=C(NCCCN1CCCC1=O)Nc1ccc([N+](=O)[O-])cc1,2.2%,-2%,-0.1%,-4%,0.0%,-5%,9%,-9%,0.2%,
CCN1CNC(=S)N(C(C)c2ccccc2)C1 (stereo unspecified),-5.0%,-9%,0.9%,24%,0.1%,0%,2%,-12%,1.0%,
CC1CC(C)CN(CCCNC(=O)c2ccc3c(c2)N(Cc2ccccc2)C(=O)c2ccccc2S3=O)C1 (stereo unspecified),3.4%,4%,0.3%,-16%,?,-13%,57%,38%,-0.9%,
O=C(CSc1nnnn1C1CCCCC1)Nc1ccc2c(c1)OCO2,-5.6%,-1%,0.2%,2%,-0.7%,18%,20%,-37%,-3.4%,
C=CCN1C(=O)C(O)(CC(=O)c2ccco2)c2cc(Br)ccc21 (stereo unspecified),-4.5%,-8%,-0.3%,2%,0.2%,0%,18%,-21%,-0.3%,
COc1cccc(/C=N/NC(=O)CCNc2n[nH]c(=O)[nH]c2=O)c1OC,-2.7%,0%,-0.1%,-47%[20 µM],0.7%,-10%,-2%,-21%,-0.1%,
O=S(=O)(N/N=C\c1ccc2c(c1)OCO2)c1ccc(Cl)cc1,-1.0%,-5%,-0.1%,-25%,-0.1%,32%,3%,nt,0.7%,
COc1ccc(CCNC(=O)CSc2nc3[nH]ncc3c(=O)[nH]2)cc1OC,-1.2%,4%,-0.5%,7%,0.6%,2%,16%,-16%,-1.2%,
O=C(O)CCC(=O)N1CCOc2ccc(Cl)cc21,3.3%,1%,-0.1%,5%,1.7%,6%,-1%,4%,-1.2%,
NC(=O)c1ccc(C(=O)c2ccc([N+](=O)[O-])cc2)cc1,-2.8%,-2%,0.1%,nt,0.1%,14%,11%,-34%,1.4%,
Cc1[nH]c2ccccc2c1C(=O)COC(=O)c1ccc[n+]([O-])c1,0.0%,-4%,-0.1%,0%,-0.1%,-10%,10%,23%,-1.1%,
O=C(Nc1ccc(F)cc1F)NC1CC1,-1.2%,-3%,-0.8%,-7%,0.1%,3%,14%,-10%,1.0%,
Nc1c(NC2CCCCC2)c2ccccc2oc1=O,-4.3%,-1%,0.2%,11%,-0.1%,9%,-9%,-14%,-1.0%,
Cc1ccc(NC(=O)CCC(=O)NNS(=O)(=O)c2ccccc2)cc1C,-1.2%,-4%,0.2%,-2%,1.0%,4%,-3%,-15%,0.0%,
COc1cccc(/C=C/C(=O)c2ccc(NC3=NCCCS3)cc2)c1,1.1%,nt,1.9%,-77%,-1.6%,14%,26%,-44%,-1.8%,
O=C(CCCc1ccccc1)NCc1cccnc1,2.2%,-8%,0.2%,-24%,1.5%,8%,4%,-1%,-1.4%,NS5 inhibitors pilot replicate=-3.0
NCCCC[C@H](N)c1nnc([C@H](CC(=O)O)NC(=O)C2CCNCC2)o1,-2.4%,2%,-0.1%,20%,-0.3%,-1%,-8%,-24%,-0.1%,
COc1cc(OC)cc(C(=O)n2nc(C)cc2C)c1,-4.9%,-1%,-0.3%,20%,-0.5%,1%,5%,-16%,-0.7%,
CC(NC(=O)c1ccc2c(c1)OCO2)C1CCCO1 (stereo unspecified),0.4%,-3%,0.3%,6%,0.1%,6%,8%,-28%,-2.0%,
COc1ccc(NC(=O)/C=C/c2ccc(OC(F)F)cc2)cn1,7.0%,-3%,-0.1%,-21%,-0.2%,1%,4%,1%,-0.3%,
CCCOP(=O)(OCCC)c1c([N+](=O)[O-])cc(C(F)(F)F)cc1[N+](=O)[O-],-2.8%,-11%,0.0%,-1%,0.0%,-5%,-2%,20%,4.1%,
Cc1ccc(C(=O)O/N=C(\N)Cc2cccc3ccccc23)cc1,1.6%,-7%,0.2%,-7%,-0.7%,10%,6%,-1%,0.8%,
Cc1cc(NC(=O)CCCS(=O)(=O)c2nc(-c3cccs3)cc(C(F)(F)F)n2)no1,-2.0%,-47%,-0.1%,12%,-0.6%,8%,4%,91%*,-3.3%,
CC1Oc2ccccc2OC1(O)c1ccccn1 (stereo unspecified),-7.1%,-5%,0.5%,17%,0.5%,8%,-5%,-18%,1.4%,
O=C(c1cc(C2CC2)on1)N1CCCC(N2CCN(c3cccc(C(F)(F)F)c3)CC2)C1 (stereo unspecified),-2.4%,-1%,-0.1%,24%,-0.2%,22%,1%,-10%,2.6%,
O=C(O)Cc1ccc(NC(=O)Cc2ccc3ccccc3c2)cc1,-1.9%,1%,0.3%,-28%,-0.1%,-6%,-4%,-31%,2.0%,NS5 inhibitors pilot replicate=-1.5
COc1cccc(C(=O)NC(=S)Nc2ccc(Cl)c(C(=O)O)c2)c1,1.5%,-2%,-0.2%,-58%,0.4%,-16%,3%,0%,0.4%,
COc1ccc(N(CC(=O)Nc2ccccc2F)S(=O)(=O)c2ccc(C)c([N+](=O)[O-])c2)cc1,-0.5%,-3%,-0.1%,6%[20 µM],-1.4%,-16%,0%,1%,1.2%,
Cc1c(-n2c(SCC(=O)O)nnc2-c2ccccc2Cl)c(=O)n(-c2ccccc2)n1C,3.6%,-5%,-0.3%,2%,nt,-16%,-8%,24%,1.0%,
Nc1ccc2oc(=O)c(-c3ccccc3)cc2c1,-6.1%,3%,-0.1%,27%,0.1%,2%,-2%,3%,-0.9%,
NC(=O)c1ccccc1NC(=S)NC(=O)c1ccc(Br)o1,7.9%,-6%,0.5%,15%,0.0%,1%,8%,-31%,3.6%,
S=C(Nc1cccnc1)N1CCCCC1,-4.2%,-2%,0.1%,22%,0.2%,-3%,-10%,-18%,-1.3%,
Cc1cccc(N/C=C(\[N+](=O)[O-])S(=O)(=O)c2ccccc2)c1C,-4.0%,2%,-0.3%,-18%,-0.3%,-2%,-4%,1%,-2.9%,
COC(=O)c1ccc(C(=O)OC)c(NC(=O)COC(=O)CC2CC3CCC2C3)c1 (stereo unspecified),-5.4%,-2%,-0.2%,5%,0.2%,-5%,22%,-12%,0.6%,
O=C(C[n+]1cccc2ccccc21)c1ccc([N+](=O)[O-])cc1,-1.0%,-12%,-0.1%,0%,-0.8%,3%,-4%,-26%,-2.5%,
COC(=O)c1ccccc1N=Nc1c(N)n[nH]c1N,-2.1%,-5%,0.6%,8%,0.6%,-5%,24%,32%,-4.6%,
NC1=NC(=O)/C(=C/c2cn(Cc3ccccc3)c3ccccc23)S1,10%,-12%,-0.4%,-52%,-0.4%,18%,13%,1%,-1.8%,
CCOc1cc(C2NC(=O)CCC2[N+](=O)[O-])cc(Br)c1OCC (stereo unspecified),5.5%,-5%,-0.1%,-11%,-0.6%,7%,-6%,2%,0.6%,
CN1CCN(CCCNC(=O)c2ccc3c(c2)N(Cc2ccccc2)CCS3)CC1,-3.3%,-4%,0.2%,-9%,0.1%,10%,-3%,-15%,-1.1%,
CCOC(=O)Cc1c(C)nc(-c2ccccc2)[nH]c1=O,4.7%,4%,-0.3%,-27%,0.8%,-12%,-8%,-28%,-0.5%,
NNC(=O)CCc1c[nH]c2ccccc12,1.7%,-9%,-0.2%,-36%,0.1%,-16%,1%,-28%,0.2%,
CCn1c(C)cc(/C=C2/SC(=O)N(CC(=O)N3CCCC3)C2=O)c1C,-1.2%,-10%,-0.2%,35%,0.0%,2%,-4%,-12%,-1.2%,
CCc1c(C)sc(NC(=O)/C=C/C(=O)O)c1C(N)=O,-1.3%,-8%,-0.2%,-8%,0.4%,18%,-10%,-44%,2.6%,
CCOC(=O)CSc1nc(C(C)(C)C)nc2ccccc12,nt,-16%,-0.1%,-71%[20 µM],-0.6%,11%,18%,-4%,1.6%,
COC(CNC(=O)c1ccc2c(c1)ncn2-c1ccc(F)cc1F)OC,1.1%,-2%,0.1%,-58%,0.2%,-6%,-15%,11%,1.0%,

# High-throughput results (PubChem BioAssay)
